Assay outcomes deposited in PubChem BioAssay by several laboratories.
HIV Rev-RRE inh – disrupts HIV-1 Rev binding to RRE RNA | P05866 | Rev peptide-RRE RNA binding, FRET | inhibition, % at 8 µM | 97,000 compounds, 0.79% hits | AID 704;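 active = inhibition above the screen-wide mean plus 3 SD, cut at about 35% in these data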;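 also: 0% = median DMSO wells and 100% = median Neomycin B control wells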
Target sequence (P05866 whole entry, looked up): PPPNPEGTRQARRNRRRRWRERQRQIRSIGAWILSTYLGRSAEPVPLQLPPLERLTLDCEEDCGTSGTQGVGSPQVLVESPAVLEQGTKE
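assay system = Cy5-tagged RRE RNA duplex with fluorescein-tagged Rev peptide | incubation = 5 + 15 min at 25 °C | also added = labelled Rev peptide | measure = % inhibition of FRET ratio versus controls | benchmarks = DMSO wells as 0% and neomycin B wells as 100% inhibition | measured by = FRET fluorescence readout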
S1P2 blocker – antagonists of human S1P2 receptor; cell-based S1P2 antagonist assay, inhibition at 5 uM; O95136; inhibition, % at 5 µM; AID 736; 97,000 compounds, 0.21% hits; in the data active = inhibition above about 45%;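 also: CRE beta-lactamase reporter cells expressing human S1P2 stimulated with S1P; 0% = agonist at EC80 alone and 100% = agonist plus reference antagonist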
S1P2 ag – S1P2 (human) receptor agonism | O95136 | S1P2-expressing cell line, agonist reporter read-out | activation, % at 4.5 µM | 97,000 compounds, 0.46% hits; in the data active = activation above about 16%;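 also: 0% = vehicle low control and 100% = maximal reference agonist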
PostGolgi yeast – growth inhibition of a yeast mutant, post-Golgi transport screen. post-Golgi transport phenotypic cell assay. inhibition, % at 10 µM. 98,000 compounds, 0.9% hits;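 also: yeast cells grown in 1536-well plates; yeast grown about 18 h at 30C before absorbance read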
LYP act – increases human PTPN22 phosphatase activity | recombinant LYP, DiFMUP fluorescence; 0 = plate median, 100 = signal doubled | activation, % at 2 µM | 96,000 compounds, 0.11% hits | Q9Y2R2;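 active = activation at 2 µM above a set limit, the mean plus 5 SD, cut at about 37% in these data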
EphB4 antag – blocks human EphB4 binding to ephrin-B2; P54760; EphB4 LBD / TNYL-RAW-Alexa532 peptide, fluorescence polarization; inhibition, % at 7 µM; 97,000 compounds, 0.15% hits;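 active = inhibition above the screen-wide mean inhibition plus 3 SD, cut at about 15% in these data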;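 also: 0% = DMSO wells and 100% = excess unlabeled TNYL-RAW peptide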
Target sequence (P54760 whole entry, looked up, the tested form may be a part): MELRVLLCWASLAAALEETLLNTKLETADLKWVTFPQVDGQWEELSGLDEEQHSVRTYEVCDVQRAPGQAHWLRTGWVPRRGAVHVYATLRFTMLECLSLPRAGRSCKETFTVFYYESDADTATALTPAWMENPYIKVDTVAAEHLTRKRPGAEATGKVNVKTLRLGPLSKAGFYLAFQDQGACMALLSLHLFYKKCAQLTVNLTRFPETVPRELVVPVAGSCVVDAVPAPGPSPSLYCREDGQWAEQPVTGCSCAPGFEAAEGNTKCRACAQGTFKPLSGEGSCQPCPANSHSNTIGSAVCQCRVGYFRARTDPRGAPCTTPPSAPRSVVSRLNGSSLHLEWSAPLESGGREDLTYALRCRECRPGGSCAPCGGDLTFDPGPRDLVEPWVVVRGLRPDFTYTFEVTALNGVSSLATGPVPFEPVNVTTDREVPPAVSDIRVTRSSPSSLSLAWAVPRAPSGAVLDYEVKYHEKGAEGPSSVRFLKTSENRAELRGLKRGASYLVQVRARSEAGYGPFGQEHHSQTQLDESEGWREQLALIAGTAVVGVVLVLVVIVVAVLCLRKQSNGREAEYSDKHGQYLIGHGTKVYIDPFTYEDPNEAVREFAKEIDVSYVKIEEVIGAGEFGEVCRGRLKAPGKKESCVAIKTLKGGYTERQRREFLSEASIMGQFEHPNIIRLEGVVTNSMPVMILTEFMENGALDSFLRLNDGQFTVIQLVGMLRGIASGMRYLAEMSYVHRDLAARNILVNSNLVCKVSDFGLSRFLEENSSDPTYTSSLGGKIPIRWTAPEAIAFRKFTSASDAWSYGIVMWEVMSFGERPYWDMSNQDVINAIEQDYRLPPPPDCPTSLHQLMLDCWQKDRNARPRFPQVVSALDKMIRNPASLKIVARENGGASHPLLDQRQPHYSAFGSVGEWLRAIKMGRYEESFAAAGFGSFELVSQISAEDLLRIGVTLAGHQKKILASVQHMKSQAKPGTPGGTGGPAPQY
FAK inh – inhibitors of human focal adhesion kinase; biochemical FAK kinase activity assay; inhibition, %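 (tested at 7 µM)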; 97,000 compounds, 0.84% hits; AID 727; in the data active = inhibition above about 19%;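 also: 0% = DMSO and 100% = reference compound high control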
PostGolgi ctrl – inhibits growth of the yeast control strain; efflux-deficient yeast background strain, growth absorbance A615, 16 h; inhibition, % at 10 µM; 98,000 compounds, 5% hits; AID 738
LYP inh 2 – blocks human PTPN22 phosphatase activity; AID 640; Q9Y2R2; inhibition, % at 2 µM; recombinant LYP catalytic domain, DiFMUP fluorescence; 96,000 compounds, 0.21% hits;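 active = inhibition at 2 µM at or above a set limit, the screen mean plus 3 SD, cut at about 24% in these data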;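 also: 0% = DMSO with enzyme and 100% = enzyme fully blocked by orthovanadate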
The depositor's hits bear a star; x = no result given; [ ] = another dose, or the depositor's remark. Rule as the data show it, unless noted: active = inhibition above about 30%; inactive = the rest. Compounds were not picked by outcome; about 7% have a hit in one of these screens.

SMILES	HIV Rev-RRE inh	S1P2 blocker	S1P2 ag	PostGolgi yeast	LYP act	EphB4 antag	FAK inh	PostGolgi ctrl	LYP inh 2
N#Cc1c(NC(=O)c2cc(C3CC3)on2)sc2c1CCC2	x	x	x	-9	-1	x	x	2	-1
CC(C)(C)c1ccc(NC(=O)COc2ccc(-n3ccnc3)cc2)cc1	4	9	-7	73*	-3	-6	11	58*	6
CN(C)CCNC(=O)C(C(=O)c1ccc(F)cc1)n1ccccc1=O (stereo not drawn)	0	13	-7	4	21	-1	-6	6	-20
CC1(C)C/C(=C(/C#N)C(N)=O)CCO1	8	12	-6	-7	-6	-2	-9	1	10
CCN(CC)CCOCCOc1cc(C)c(Cl)c(C)c1	-9	-15	-4	11	-4	-2	-2	4	4
Cc1ccc(-n2nc(C)c3c2OC(N)=C(C#N)C3c2ccncc2)cc1 (stereo not drawn)	2	24	-4	17	5	3	-3	-1	-6
COc1cccc(CNC(=O)c2nnn(-c3ccc(OC(F)(F)F)cc3)c2N)c1	0	-11	-4	-8	9	-2	3	9	-10
O=S(=O)(c1ccccc1)N1CCN(C2CCN(Cc3ccccc3)CC2)CC1	2	9	-12	12	7	-1	-8	6	-8
Cn1c(=O)n(C)c2cc(S(=O)(=O)NCCOCCO)ccc21	12	2	-3	16	11	4	-1	-2	-10
Cc1ccc(C(=O)N/C(=C\c2ccc([N+](=O)[O-])cc2)C(=O)NCCc2ccccc2)cc1	2	13	-7	0	5	8	-3	12	-1
Cc1cc(/C=C2\SC(=Nc3ccc(F)cc3)NC2=O)c(C)n1-c1ccc(S(N)(=O)=O)cc1	11	9	-5	12	-7	2	2	3	9
O=C(Nc1ccncc1)c1cn(-c2ccccc2)nc1-c1cccs1	0	-1	-7	14	4	-1	3	3	-9
CN(C)C=NC1=NN(c2cccc(C(F)(F)F)c2)CC1	1	13	-6	4	4	-2	-3	5	0
COc1cccc(CNC(=O)c2ccccc2N)c1	8	0	-7	6	-5	4	1	-6	9
CC1CCCN(S(=O)(=O)c2cccc(-c3cn4cccnc4n3)c2)C1 (stereo not drawn)	-4	-8	-7	2	-2	4	-6	15	0
Cc1nc(Sc2cccn2C)c(C(F)(F)F)c(=O)[nH]1	5	1	-4	-2	-4	3	0	4	4
C/C(=C(\C#N)C(=O)NCCCN1CCOCC1)N(C)C	2	5	-7	-18	-1	-2	-9	1	4
COc1ccc2[nH]c(C)c(C(=O)CN3CC(C)OC(C)C3)c2c1 (stereo not drawn)	-3	11	-6	3	11	-6	-5	-1	-13
CN(C)C(=O)c1cc(Br)ccc1Cl	11	-3	-3	-6	-4	3	-3	5	6
COc1cc(NC(=O)CN2c3cccc4cccc(c34)S2(=O)=O)cc(OC)c1OC	4	-3	-2	-2	-11	2	-3	3	7
COc1cccc(C(=O)Nc2cccc(C(=O)N3CCOCC3)c2)c1	1	17	-3	-8	0	10	0	1	-5
O=C1C2C3C=CC(C3)C2C(=O)N1CC1CCCO1 (stereo not drawn)	6	-3	-3	-9	3	-2	0	11	-4
NC(=O)c1ccccc1NS(=O)(=O)Cc1ccccc1	4	-5	-1	-2	-7	-8	-4	-8	6
Cc1cc(Cl)ccc1NC(=O)CN1CCC(C(O)(c2ccccc2)c2ccccc2)CC1	2	29	-6	-1	0	-6	6	22	5
c1ccc(-c2csc3ncnc(NCCCN4CCOCC4)c23)cc1	3	-26	3	x	-7	5	1	x	8
CCOC(=O)C1=C(CNCCc2ccc(Cl)cc2)NC(=O)NC1c1ccc2c(c1)OCO2 (stereo not drawn)	9	5	0	-5	7	3	0	8	-4
CN1CCN(C(=O)c2cc3sccc3n2CC(=O)c2ccccc2)CC1	5	13	-3	1	2	1	-3	13	-4
COc1cccc(-n2c(SCC(=O)NCCC3=CCCCC3)nc3n[nH]c(C)c3c2=N)c1	8	0	-4	5	-5	-1	13	-2	3
COc1ccc2c(=O)c3c(=O)n(Cc4ccco4)c(C(C)C)nc3oc2c1	1	-18	-4	x	-7	10	2	x	10
Cc1cc(NC(=O)c2cc(-c3ccco3)on2)no1	2	-7	-10	-3	-6	-3	1	-1	4
C=CCOc1c2ccc(C(=O)NCc3ccccc3OC)cc2nn1C	-2	9	-1	-8	11	3	-2	11	-7
CCOc1ccc(CN2CCN(c3cc(C)nc4c5c(C)cc(C)nc5nn34)CC2)cc1	18	-27	-2	5	-6	0	3	-3	5
CCC(NS(=O)(=O)c1ccc(C)cc1)C(=O)Nc1ccc(NC(C)=O)cc1 (stereo not drawn)	5	0	2	-7	-3	-4	0	16	3
COc1ccc(NC(=O)CSc2nnc(-c3cccs3)n2-c2ccccc2)cc1	1	5	-5	-4	-8	-6	-28	3	8
Cc1csc(NC(=O)CSc2nnc(-c3ccc(S(=O)(=O)N4CCCC4)cc3)o2)n1	4	20	-6	-6	-4	11	4	19	2
CCOC(=O)CSc1nnc(CNc2ccccc2Cl)n1-c1ccccc1	3	-11	-2	6	-6	-9	-2	11	7
Cc1ccc(S(=O)(=O)NC2=C(N3CCN(Cc4ccccc4)CC3)C(=O)c3ccccc3C2=O)cc1	7	-24	-1	0	-2	-1	4	46*	5
Cn1nnnc1SCCNCc1cccnc1	9	17	-9	3	-3	13	11	3	3
Cc1ccccc1Nc1nc(N)nc(COC(=O)c2cccn2C)n1	-1	-12	-3	-12	4	-8	1	12	-5
Cc1ccc(N2C(N)=C(C#N)C3(C(=O)N(C)c4ccccc43)C3=C2CC(C)(C)CC3=O)cc1Cl (stereo not drawn)	7	6	-7	-6	0	6	-4	-2	-2
CCCCn1nc2cc(C(=O)NCc3ccc(OC(F)(F)F)cc3)ccc2c1OC	3	26	-3	0	-8	4	4	4	11
C=CCn1cc(C(=O)OC)c(=O)c2cc(S(=O)(=O)N3CCC(C)CC3)ccc21	-1	-13	-1	x	-2	-6	3	x	-1
CCc1sc(C(=O)N2CCN(S(C)(=O)=O)CC2)cc1Br	7	-17	-3	-1	-1	-1	2	13	1
COc1ccc(CN=Cc2[nH]c3ccc(Br)c(Cl)c3c2O)cc1	125*[fluorescence artefact?]	22	-5	14	-1	13	14	17	-1
COC(=O)[C@H](C)NC(=O)Nc1ccccc1C(F)(F)F	9	31	-5	4	-2	7	5	1	0
CCOC(=O)N1CCN(C(=O)CSCc2ccc(Cl)cc2)CC1	6	-3	-3	2	1	-2	2	36*	2
CCC(=O)N1CCc2cc(S(=O)(=O)NC(C(=O)N3CCc4ccccc4C3)C(C)C)ccc21 (stereo not drawn)	8	-10	-1	-10	5	2	-1	3	-5
CC(C)Cn1c(N)c(C(=O)CSc2nc3ccccc3n2C)c(=O)n(C)c1=O	2	4	-2	-4	-15	2	-3	9	18
CCOC(=O)c1nnn(CC(=O)Nc2cccc(Cl)c2C)c1C(=O)OCC	9	-24	0	-8	18	-5	0	12	-16
Cc1cc(C(=O)CSc2nc(N)cc(=O)[nH]2)c(C)n1CCc1ccc(F)cc1	-2	2	-6	4	3	-10	-3	18	-3
O=C(CSc1n[nH]c(C2CCCC2)n1)NC1CCCC1	6	-10	-4	23	0	-5	-6	18	-3
N#CCCn1cc(/C=N/O)c(-c2ccc(Cl)cc2)n1	7	11	-9	-5	-12	5	9	0	14
Nc1nc(SCC(=O)Nc2ccccc2)[nH]c(=O)c1-c1ccccc1	10	10	-5	-6	-17	6	-2	-20	17
O=Nc1c(O)n(Cc2ccc(Cl)cc2)c2ccccc12	13	23	1	-5	-1	6	2	17	4
CCc1nc2oc3ccccc3c(=O)c2c(=O)n1Cc1ccccc1	8	-9	-6	1	0	9	11	3	-1
COC(=O)Cc1c(C)nc2nc[nH]n2c1=O	6	17	-6	0	11	2	2	7	-13
O=C(NC1CCN(Cc2ccccc2)CC1)C1CCN(S(=O)(=O)c2cccc3nsnc23)CC1	3	19	-2	2	-2	-2	7	8	-1
CCOC(=O)[C@H]1CCC[C@@H](NS(=O)(=O)c2ccc(NC(C)=O)cc2)C1	8	11	-1	-4	4	-6	5	1	-4
CC(Sc1nc(N(C)C)nc(N2CCOCC2)n1)C(=O)Nc1ccccc1 (stereo not drawn)	7	1	-4	-5	-3	-1	1	-6	2
COc1cc(-c2nnc(-c3ccncc3)o2)ccc1OCc1ccccc1	8	-2	-7	12	0	7	-5	9	0
O=C(c1ccc(Cn2c(=O)[nH]c3ccccc3c2=O)cc1)N1CCN(c2ccc(Cl)cc2)CC1	0	26	-3	0	-3	1	5	4	4

A stretch from further up, as a working copy:
SMILES	HIV Rev-RRE inh	S1P2 blocker	S1P2 ag	PostGolgi yeast	LYP act	EphB4 antag	FAK inh	PostGolgi ctrl	LYP inh 2
CCOC(=O)N1CCN(C(=O)CSCc2ccc(Cl)cc2)CC1	6	-3	-3	2	1	-2	2	36*	2
CCC(=O)N1CCc2cc(S(=O)(=O)NC(C(=O)N3CCc4ccccc4C3)C(C)C)ccc21 (stereo not drawn)	8	-10	-1	-10	5	2	-1	3	-5

No new results follow: an excerpt of the list.
SMILES	HIV Rev-RRE inh	S1P2 blocker	S1P2 ag	PostGolgi yeast	LYP act	EphB4 antag	FAK inh	PostGolgi ctrl	LYP inh 2
C=CCn1cc(C(=O)OC)c(=O)c2cc(S(=O)(=O)N3CCC(C)CC3)ccc21	-1	-13	-1	x	-2	-6	3	x	-1
CCc1sc(C(=O)N2CCN(S(C)(=O)=O)CC2)cc1Br	7	-17	-3	-1	-1	-1	2	13	1
COc1ccc(CN=Cc2[nH]c3ccc(Br)c(Cl)c3c2O)cc1	125*[fluorescence artefact?]	22	-5	14	-1	13	14	17	-1
COC(=O)[C@H](C)NC(=O)Nc1ccccc1C(F)(F)F	9	31	-5	4	-2	7	5	1	0
CCOC(=O)N1CCN(C(=O)CSCc2ccc(Cl)cc2)CC1	6	-3	-3	2	1	-2	2	36*	2
CCC(=O)N1CCc2cc(S(=O)(=O)NC(C(=O)N3CCc4ccccc4C3)C(C)C)ccc21 (stereo not drawn)	8	-10	-1	-10	5	2	-1	3	-5
CC(C)Cn1c(N)c(C(=O)CSc2nc3ccccc3n2C)c(=O)n(C)c1=O	2	4	-2	-4	-15	2	-3	9	18
CCOC(=O)c1nnn(CC(=O)Nc2cccc(Cl)c2C)c1C(=O)OCC	9	-24	0	-8	18	-5	0	12	-16
Cc1cc(C(=O)CSc2nc(N)cc(=O)[nH]2)c(C)n1CCc1ccc(F)cc1	-2	2	-6	4	3	-10	-3	18	-3
O=C(CSc1n[nH]c(C2CCCC2)n1)NC1CCCC1	6	-10	-4	23	0	-5	-6	18	-3
N#CCCn1cc(/C=N/O)c(-c2ccc(Cl)cc2)n1	7	11	-9	-5	-12	5	9	0	14
Nc1nc(SCC(=O)Nc2ccccc2)[nH]c(=O)c1-c1ccccc1	10	10	-5	-6	-17	6	-2	-20	17
O=Nc1c(O)n(Cc2ccc(Cl)cc2)c2ccccc12	13	23	1	-5	-1	6	2	17	4
CCc1nc2oc3ccccc3c(=O)c2c(=O)n1Cc1ccccc1	8	-9	-6	1	0	9	11	3	-1
COC(=O)Cc1c(C)nc2nc[nH]n2c1=O	6	17	-6	0	11	2	2	7	-13
O=C(NC1CCN(Cc2ccccc2)CC1)C1CCN(S(=O)(=O)c2cccc3nsnc23)CC1	3	19	-2	2	-2	-2	7	8	-1
CCOC(=O)[C@H]1CCC[C@@H](NS(=O)(=O)c2ccc(NC(C)=O)cc2)C1	8	11	-1	-4	4	-6	5	1	-4
CC(Sc1nc(N(C)C)nc(N2CCOCC2)n1)C(=O)Nc1ccccc1 (stereo not drawn)	7	1	-4	-5	-3	-1	1	-6	2
